esBAF inh: SWI/SNF esBAF complex inhibition. reporter increase, % at 12.5 µM. 350,000 compounds, 2% hits. mouse ES cells, Bmi1-luciferase knock-in reporter, 24 h; 100% = twice the neutral-well signal; in the data active = activation above about 40%;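 note: 0% = median of the plate's neutral control wells and 100% = double that signal; a rise in the Bmi1 reporter signal indicates esBAF inhibition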
RAD54 inh: inhibitors of human RAD54 branch migration; Q92698; RAD54 Holliday junction branch migration, FAM/BHQ fluorescence; inhibition, % at 10.4 µM; 360,000 compounds, 0.14% hits; AID 602329;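 active = mean normalized replicate activity at least 40 and at least half of replicates scoring 40 or more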;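 note: 0% = median of neutral control wells and 100% = median of positive control wells; inhibitors cause a drop in the FAM fluorescence signal; in these data hits start at about 50%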
Target sequence (Q92698 whole entry, looked up): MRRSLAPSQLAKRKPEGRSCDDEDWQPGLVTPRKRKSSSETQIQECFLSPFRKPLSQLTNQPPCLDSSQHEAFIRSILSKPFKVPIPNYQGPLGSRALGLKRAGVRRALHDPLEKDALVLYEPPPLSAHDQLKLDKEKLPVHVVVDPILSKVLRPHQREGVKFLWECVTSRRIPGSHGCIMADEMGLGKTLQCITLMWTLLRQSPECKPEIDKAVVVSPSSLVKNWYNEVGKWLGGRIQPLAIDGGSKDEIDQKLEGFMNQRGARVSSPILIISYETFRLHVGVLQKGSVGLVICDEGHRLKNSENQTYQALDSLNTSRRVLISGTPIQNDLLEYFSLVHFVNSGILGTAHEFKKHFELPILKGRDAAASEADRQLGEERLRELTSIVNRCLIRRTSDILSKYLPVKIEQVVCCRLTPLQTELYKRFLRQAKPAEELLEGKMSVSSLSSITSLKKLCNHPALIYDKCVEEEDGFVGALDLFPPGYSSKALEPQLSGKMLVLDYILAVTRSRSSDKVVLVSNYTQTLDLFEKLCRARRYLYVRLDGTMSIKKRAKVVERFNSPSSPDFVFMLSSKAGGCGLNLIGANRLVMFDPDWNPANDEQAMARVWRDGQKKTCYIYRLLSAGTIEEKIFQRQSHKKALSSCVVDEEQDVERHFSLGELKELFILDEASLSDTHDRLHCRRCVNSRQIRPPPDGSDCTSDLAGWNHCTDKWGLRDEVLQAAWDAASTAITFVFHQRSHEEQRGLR
* = called active by the depositor. A portion of the library; the hit share may differ from the screen's.

Structure	RAD54 inh	esBAF inh
C[N+]12CCC(CC1)C(C(O)(c1ccccc1)c1cccs1)C2 (stereo unspecified)	-12.6	-3.4
Cc1sc2ncn(CC(=O)NCC(=O)N3CCC4(CC3)OCCO4)c(=O)c2c1C	1.1	-1.8
Cc1cc(OC(=O)CCCNC(=O)OC(C)(C)C)c2c3c(c(=O)oc2c1)CCC3	-9.6	7.4
O=P(CN1CCN(c2ccccc2)CC1)(N1CCCCC1)N1CCCCC1	3.8	-1.7
Cn1c(O)c(C=NCCN2CCN(C(=O)c3ccccc3)CC2)c(=O)n(C)c1=O	-9.0	-7.1
Cc1ccc(S(=O)(=O)CC(C)(O)C(=O)Nc2cccc(C(F)(F)F)c2)cc1 (stereo unspecified)	7.7	3.8
O=c1[nH]c(=O)n(Cc2ccccc2)c(O)c1C=NCCN1CCOCC1	-7.9	-10.3
C=CCn1c(=O)c(C=Nc2cccc([N+](=O)[O-])c2)c(O)n(CCCC)c1=O	-23.5	-4.0
CCOC(=O)C(O)(c1cn(C)c2ccccc12)C(F)(F)F (stereo unspecified)	4.0	7.7
CNCCc1c(C)n[nH]c1C	-10.2	-8.3

Carrying on:
Structure	RAD54 inh	esBAF inh
COc1ccccc1NC1=NCCS1	3.6	-4.6
CC(=O)Nc1ccc(OC(=O)N2CCCCC2)cc1	10.6	-9.4
CN(C)C1=C(C#N)C(c2ccccc2)=NP(N(C)C)(N(C)C)=N1	5.1	-0.2
CN1CCc2nc(SCC(=O)OC(C)(C)C)c(C#N)cc2C1	1.2	28.7
O/N=C1\CCC2CN(C3CCCCC3)CC2C1 (stereo unspecified)	-5.1	5.6
CCSc1nnc([C@@H](N)Cc2c[nH]c3ccccc23)o1	-3.7	-1.0
Cc1ccc(-n2c(O)c(C=NC3CCCCC3N)c(=O)[nH]c2=O)cc1C (stereo unspecified)	-3.3	2.2
O=C(Cc1ccccc1)OC(COCc1ccccc1)CN1CCOCC1 (stereo unspecified)	-7.0	1.2
CCCNC(=O)N1C2CCC1CC(O)(c1cccnc1)C2 (stereo unspecified)	0.0	-11.2
Nc1ccc2c(c1)oc1ccccc12	-3.7	13.9

Record cards, from the list above. Values in the order: RAD54 inh	esBAF inh
`COc1ccccc1NC1=NCCS1` reads 3.6	-4.6
`O/N=C1\CCC2CN(C3CCCCC3)CC2C1` (stereo unspecified) reads -5.1	5.6
`Nc1ccc2c(c1)oc1ccccc12` reads -3.7	13.9

The list continues.
Structure	RAD54 inh	esBAF inh
Cc1cc(Br)ccc1N1C(=O)CC(=O)NC1=O	-8.9	10.2
CC(=O)Nc1ccccc1C(=O)OCc1ccc(C(=O)c2ccccc2)cc1	-11.1	20.5
Cc1cc(O)c2c(c1)C(=O)C13C(=C2O)C(=O)[C@H]2[C@@H](O)[C@@H]1[C@H]1[C@H](O)[C@@H]3C(=O)C3=C(O)c4c(O)cc(C)cc4C(=O)C312 (stereo partly specified)	1.8	-43.3
COc1ccc(-n2c(O)c(C(C)=NCc3ccco3)c(=O)[nH]c2=O)cc1	-6.0	-2.4
O=C(c1cc(-c2cccnc2)nc2ccccc12)N1CCC2(CC1)OCCO2	0.3	2.1
O=C(c1cc(-c2ccncc2)nc2ccccc12)N1CCC2(CC1)OCCO2	-3.9	-10.5
Cc1ccccc1-n1c(C)nc2sccc2c1=O	9.5	-17.3
O=[N+]([O-])c1ccccc1CNCCc1ccc(F)cc1	11.3	40.9*
O=C(COc1ccc(Br)cc1)N1CCN(Cc2c[nH]c3ccccc23)CC1	0.2	22.7
CON(C)C(=O)Nc1ccc(Cl)cc1	-9.1	0.5

(more compounds)
Structure	RAD54 inh	esBAF inh
O=C(CN1CCCC1=O)N1CCOCC1	-2.6	1.7
CC(=O)OC1N=C(c2ccccc2)c2cc(C)ccc2NC1=O (stereo unspecified)	-0.7	0.9
CN1CCN(c2nccc3c2ncn3C)CC1	-1.9	3.1
CC(=NCc1ccc2c(c1)OCO2)c1c(O)n(C)c(=O)n(C)c1=O	5.3	-8.6
CCC1(CCc2ccncc2)C(=O)NC(=O)NC1=O	-8.4	3.5
CCOC(=O)c1c(C)n(Cc2ccc3c(c2)OCO3)c2ccc(O)cc12	-2.6	37.5
Cc1cnn(C2CCN(C)CC2)c1N	-1.5	-3.6
O=C(c1cccn2c(=O)c3cc(Cl)ccc3nc12)N1CCC2(CC1)OCCO2	4.6	-3.0
O=C(C1CC(c2ccc(Cl)c(Cl)c2)=NO1)N1CCC2(CC1)OCCO2 (stereo unspecified)	-5.7	80.4*
Nc1c(C(=O)OC2CCCCC2)c2nc3ccccc3nc2n1CC1CCCO1 (stereo unspecified)	5.8	-2.1

Following part.
Structure	RAD54 inh	esBAF inh
COC(=O)C1=C(c2ccc(C(C)=O)cc2)C[C@@H]2CC[C@H]1N2C(=O)N1CCCCC1	5.5	2.1
CCn1c(O)c(C=Nc2ccc(N3CCOCC3)cc2)c(=O)n(CC)c1=S	-55.3	0.7
CCC(=O)OC1(c2cccc(C)c2)CC(C)N(C)CC1C (stereo unspecified)	-7.0	2.9
CCc1nc2ccccc2c(=O)n1-c1ccc2ccccc2c1	-15.5	4.4
COC(=O)c1c(C)[nH]c(C(=O)C(Cc2ccccc2)N(C)C)c1C (stereo unspecified)	5.5	16.6
CNCCCc1ccccc1	-4.2	2.5
O=c1c2ccccc2nc(CSc2ncnc3nc[nH]c23)n1-c1ccccc1	-11.7	-13.8
CC(C(N)=O)N1CC(c2ccccc2)CC1=O (stereo unspecified)	-6.4	7.7
O=C(c1cc2ccccn2n1)N1CCC2(CC1)OCCO2	5.3	7.5
Cc1cccc(NC2=NCCCS2)c1C	-3.2	0.6

Continued.
Structure	RAD54 inh	esBAF inh
O=c1[nH]c(=O)n(Cc2ccccc2)c(O)c1C=NCCN1CCNCC1	-10.6	-6.8
Cc1ccccc1Cc1c(C)nc2nc(SCC(=O)N3CCC4(CC3)OCCO4)nn2c1C	1.4	-2.5
O=C1CN=C(c2ccccc2)c2ccccc2N1Cc1ccc(C(F)(F)F)cc1	12.7	1.1
COC(=O)C1=C(c2ccc(Cl)c(C(F)(F)F)c2)C[C@@H]2CC[C@H]1N2C(=O)NCCOc1ccccc1Cl	6.5	2.7
Cc1cc(NC(=O)COC(=O)c2c(C)nn(Cc3ccccc3)c2Cl)no1	-7.2	1.9
c1ccc2c(CN3CCN(C4CCCCC4)CC3)c[nH]c2c1	5.9	-4.0
Cn1c(O)c(C=Nc2ccc(Cl)cc2)c(=O)n(C)c1=O	-13.7	1.8
O=C(O)C1CSC(c2cccnc2)N1 (stereo unspecified)	-3.7	-4.2
c1ccc2c(CN3CCCCCCC3)c[nH]c2c1	5.4	-5.8
O=C1NC(=O)[C@]2(Cc3ccccc3N3CCN(c4ccccc4)CC32)C(=O)N1Cc1ccccc1 (stereo partly specified)	-4.9	21.4

(listing goes on)
Structure	RAD54 inh	esBAF inh
O=c1c2ccccc2nc(-c2ccccc2)n1-n1cccc1	0.5	-5.6
Cn1c(=O)cc(SCC(=O)N2CCC3(CC2)OCCO3)c2ccc(Cl)cc21	-1.5	-6.8
CC(=O)N(C1=NCCCS1)c1ccccc1F	-8.6	-7.6
COCCNC(=O)c1c(NC(=O)c2ccco2)n(Cc2ccccc2)c2nc3ccccc3nc12	-9.3	-1.8
CN(CCc1ccccc1)Cc1ccccc1[N+](=O)[O-]	-5.7	5.0
COC(=O)C(O)(c1c[nH]c2ccccc12)C(F)(F)F (stereo unspecified)	0.8	-15.4
O=c1[nH]c(=O)n(-c2cccc3ccccc23)c(O)c1C=NCc1ccc2c(c1)OCO2	-5.3	-7.4
Cc1ccc(C)c(CN2CCC(n3nnc4cc(F)ccc43)CC2)c1	-2.5	-6.4
CC(Cc1ccccc1)[n+]1cc(/N=C(\N)[O-])on1 (stereo unspecified)	-4.5	-10.9
CC(C)NS(=O)(=O)c1ccc(OCC(=O)N2CCN(Cc3ccccc3)CC2)cc1	3.2	-1.0

Later entries.
Structure	RAD54 inh	esBAF inh
COc1cccc(CNC2CN3CCC2CC3)c1OC (stereo unspecified)	-13.0	6.2
CCCC(=O)C1C(=O)NC(=O)NC1=O	6.8	-8.9
CCC(=NC1CCN(Cc2ccccc2)CC1)c1c(O)[nH]c(=O)[nH]c1=O	0.3	-3.9
CCCCN1C(=O)NC(=O)C2(Cc3ccccc3N3CCOCC32)C1=O (stereo unspecified)	-12.7	-2.6
O=C(COc1ccc(S(=O)(=O)N2CCOCC2)cc1)N1CCN(Cc2ccc3c(c2)OCO3)CC1	0.0	6.4
O=c1[nH]c(=O)n(Cc2ccccc2)c(O)c1C=Nc1ccc(CN2CCOCC2)cc1	-1.0	0.7
Cc1nc2ccccc2c(=O)n1-c1cccc(O)c1	-9.7	-2.0
COC(=O)c1ccc(N2C(=O)CC(N3CCC(n4c(=O)[nH]c5ccccc54)CC3)C2=O)cc1 (stereo unspecified)	5.0	2.2
COC(=O)C(O)(c1ccc(NC(=O)c2ccco2)c(OC)c1)C(F)(F)F (stereo unspecified)	9.7	8.1
CN(C)CP(=O)(Nc1ccccc1)N(C)C (stereo unspecified)	-0.6	-6.0

Additional compounds:
Structure	RAD54 inh	esBAF inh
COc1ccc(Br)cc1CN1CCN(C(=O)Cc2ccccc2)CC1	3.6	11.1
CCCNS(=O)(=O)c1ccc(OCC(=O)N2CCN(Cc3ccc4c(c3)OCO4)CC2)cc1	-1.2	0.6
S=C1CN=C(c2ccccc2Cl)c2cc(Cl)ccc2N1	-6.1	2.1
Nc1c(C(=O)NCc2ccco2)c2nc3ccccc3nc2n1CCN1CCCCC1	74.8*	6.7
Cc1ccc2nsnc2c1-n1c(C)nc2ccccc2c1=O	-1.5	-0.3
CC(=O)NC(=O)NC(C)Cc1ccccc1 (stereo unspecified)	-8.1	-5.3
O=P1(Nc2ccc(F)cc2)COc2ccccc2OC1	1.1	-11.7
O=C(Nc1cccc(OC(=O)N2CCCCC2)c1)N1CCCCC1	-6.5	8.4
CN1C(=O)NC(=O)/C(=C\c2ccc([N+](=O)[O-])o2)C1=O	-7.2	-3.9
C=CCn1c(O)c(C(CC)=Nc2ccccc2NC(C)=O)c(=O)[nH]c1=O	8.5	2.7

The results go on:
Structure	RAD54 inh	esBAF inh
N#Cc1ccccc1Cn1cc(C(=O)c2ccco2)c2ccccc21	-1.2	-3.7
c1ccc(CCN2CCC(N3CCN(c4ccccc4)CC3)CC2)cc1	1.0	-7.2
Clc1cccc(C2NCCc3[nH]cnc32)c1 (stereo unspecified)	-3.5	-0.6
CN1CCC2(CC1)NC(=O)C1=C(CN(C)CC1)N2	1.5	-0.4
Fc1ccc2c(c1)nnn2C1CCN(Cc2nnnn2CCc2ccccc2)CC1	3.6	0.5
CC(C)(C)N(NC(=O)c1ccccc1)C(=O)c1ccccc1	3.2	-0.6
Cc1c2cnn(CC(=O)N3CCC4(CC3)OCCO4)c(=O)c2c(C)n1Cc1ccc(F)cc1	-14.8	-0.6
CC1(C)CC(n2[nH]c(=O)c3c2NC(=O)CSC3c2ccccc2)CCO1 (stereo unspecified)	9.7	-6.0
Cc1ccc(S(=O)(=O)N2CCCC(C(=O)N3CCC4(CC3)OCCO4)C2)cc1 (stereo unspecified)	3.8	-10.8
CC(C)=CCSc1nnc([C@@H](N)Cc2c[nH]c3ccccc23)o1	5.0	6.0

(more compounds)
Structure	RAD54 inh	esBAF inh
C=C1N2CCC(CC2)C1(O)c1ccccc1C (stereo unspecified)	-12.3	-8.6
CCCCn1c(NC(=O)c2ccco2)c(C(=O)OCC)c2nc3ccccc3nc21	1.1	-2.4
CCC(CO)Nc1ccc([N+](=O)[O-])c2cccnc12 (stereo unspecified)	9.9	-2.7
CCOP(=O)(OCC)C(O)c1ccc(OC)c(OC)c1 (stereo unspecified)	-6.4	-6.8
NC(N)=Nc1ccc2[nH]c3c(c2c1)C[C@@]1(O)[C@H]2Cc4ccc(O)c5c4[C@@]1(CCN2CC1CC1)[C@H]3O5	53.7*	-0.5
O=C(c1cc2cc3ccc(Cl)cc3nc2o1)N1CCC2(CC1)OCCO2	6.5	19.8
O=c1[nH]c(=O)n(-c2ccccc2Cl)c(O)c1C=NCCN1CCCCC1	1.5	-3.6
Cc1ccc2c(c1)CC1(CN2C)C(=O)NC(=O)N(CCc2ccccc2)C1=O (stereo unspecified)	-4.7	-5.5
COCCOC(=O)c1c(C)oc2ccc(OC(=O)N(C)C)cc12	-6.7	-3.7
CC(=O)c1ccc(OC(NC(=O)Cc2ccccc2)C(Cl)(Cl)Cl)cc1 (stereo unspecified)	1.8	-3.2

Carrying on:
Structure	RAD54 inh	esBAF inh
CCCCn1c(O)c(C(CC)=Nc2ccc(C(=O)O)cc2)c(=O)[nH]c1=O	2.8	-3.2
CCCCCCOc1ccc(CN2CCN(CCO)CC2)cc1	-7.5	-45.8
CC12CN3CC(C)(CN(C1)C3c1ccncc1)C2=O (stereo unspecified)	6.2	-4.8
CCN(CC)C(=O)c1ccc(NC(=O)Cn2nc(C)c3ccccc3c2=O)cc1	6.7	-2.1
CCOC(=O)C1CCCCC12C(C#N)=C(N)Oc1n[nH]c(C)c12 (stereo unspecified)	1.9	-6.6
CN1CCc2nc3sc(C(=O)NC(C)(C)C)c(N)c3cc2C1	21.2	12.1
Cc1ccc2nc(N3CCC(C(=O)N4CCC5(CC4)OCCO5)CC3)sc2c1	-1.5	33.6
CCn1c(O)c(C=NCCc2c[nH]c3ccccc23)c(=O)[nH]c1=O	2.7	0.8
CC1=[N+]([O-])C2(N)CCc3nonc3C2(O)C1 (stereo unspecified)	3.0	-4.3
CCCCCCCSc1cc(OC)c(CCNC)cc1OC	36.0	-6.1
c1cncc(C2CC(c3cccs3)n3ncnc3N2)c1 (stereo unspecified)	-3.1	0.0
CN(C)c1ccc(C(=O)c2ccc(N(C)C)cc2)cc1	-0.8	21.1

Source: PubChem BioAssay (Broad Institute)
